NPYLR7 agonist = mosquito NPYLR7 agonism. actives 0.15% (n = 270,000). activation, % at 10 µM. HEK293T NPYLR7/Galpha15, GCaMP6s calcium fluorescence. AID 1259423; in the data active = activation above about 40%;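 note: 0% = vehicle and 100% = reference agonist at the receptor; some compounds past the cut are filed as inactive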
mcGAS inh = blocks mouse cGAS activity | AID 1259399 | recombinant cGAS, Kinase-Glo ATP depletion luminescence | inhibition, % at 12.5 µM | actives 0.15% (n = 160,000);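 note: 0% = negative control wells and 100% = reference inhibitor with no enzyme activity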
hcGAS lum = human cGAS inhibition. recombinant h-cGAS, ATP depletion, Kinase-Glo luminescence. actives 0.081% (n = 290,000). inhibition, % at 12.5 µM;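 note: 0% = vehicle reaction and 100% = reaction without DNA for no activity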
Target sequence (Q8N884 whole entry, looked up): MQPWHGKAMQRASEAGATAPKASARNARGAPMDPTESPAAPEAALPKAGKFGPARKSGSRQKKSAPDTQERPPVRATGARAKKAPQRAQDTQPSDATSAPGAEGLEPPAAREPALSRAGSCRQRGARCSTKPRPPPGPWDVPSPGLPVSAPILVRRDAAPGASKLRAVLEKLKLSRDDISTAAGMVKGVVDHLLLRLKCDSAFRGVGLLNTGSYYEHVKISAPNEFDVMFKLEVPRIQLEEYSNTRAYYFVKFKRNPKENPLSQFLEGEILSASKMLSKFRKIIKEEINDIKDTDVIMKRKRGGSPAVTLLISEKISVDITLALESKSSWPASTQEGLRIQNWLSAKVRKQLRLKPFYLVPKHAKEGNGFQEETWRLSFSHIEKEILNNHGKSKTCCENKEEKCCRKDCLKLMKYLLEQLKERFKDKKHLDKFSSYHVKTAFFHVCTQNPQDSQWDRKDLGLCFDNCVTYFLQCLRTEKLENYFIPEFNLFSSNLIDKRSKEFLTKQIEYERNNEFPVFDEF
Numbers without * were called inactive; . = no result given; & = joins results of further samples. Cut-off read from the data, not from the text of the source, unless noted: active = inhibition above about 40%; inactive = the rest.

SMILES	NPYLR7 agonist	mcGAS inh	hcGAS lum
CC(CCc1ccccc1)NC(=O)c1cncn1-c1cccc(-c2ccccc2C(F)(F)F)c1 (configuration not stated)	3	-7	-7
O=C(O)C1C2C=CC(O2)C1C(=O)NCc1ccccc1Br (configuration not stated)	-1	.	-5
O=C(CSc1nnc(-c2ccccc2)n1-c1ccccc1)N/N=C\c1ccccc1Cl	-3	.	-2
O=C(c1n[nH]c2ccccc12)N1CCOC(c2ccccc2)C1 (configuration not stated)	21	-9	-7
CCc1cccc2c(C(CC(=O)NCc3cccc(C(F)(F)F)c3)c3cccc(OC)c3)c[nH]c12 (configuration not stated)	2	-3	2
O=C(CCS(=O)(=O)c1ccccc1)N1CCN(c2nc3ccc(Cl)cc3s2)CC1	-2	-7	-4
Cc1ccc(CN(Cc2ccccc2)CC(O)Cc2ccccc2)o1 (configuration not stated)	-5	-10	-10
CCc1cc(=O)c2c(C)nn(-c3ccccc3C(F)(F)F)c2[nH]1	-2	-15	-14
Cc1n[nH]nc1C(=O)NC1COC2(CCCCC2)C1 (configuration not stated)	.	-4	-6
CC1CCN(C(=O)c2ccc(S(=O)(=O)NC3CCS(=O)(=O)C3)cc2)c2ccccc2S1 (configuration not stated)	8	.	-7
CCC(C)NC(=O)C(NC(=O)c1ccccc1F)C1CCN(C(=O)Nc2ccc(C)cc2)CC1 (configuration not stated)	7	-2	-3
COC(=O)C1=C(C)NC(=S)NC1c1ccc(C(=O)OC)cc1 (configuration not stated)	3	.	-8
COc1cc(Nc2ncnc3c2cnn3-c2ccc(Cl)cc2)cc(OC)c1OC	2	.	-7
O=C1NC2(CCN(Cc3ccccc3Cl)CC2)Nc2ccc(Br)cc21	1	-4	-4
Cc1ccc(C2=NN(CC#N)C(=O)SC2)cc1	1	.	2
CCOc1cc(OCC)c2c(C)c(Cl)c(=O)oc2c1	2	-6	-11
Cc1ccc(C)c(NC(=O)CSc2nnc(CCC(=O)O)c(=O)[nH]2)c1	11	.	0
Cc1cc(C(=O)N2CCOC(Cc3ccccc3)C2)co1 (configuration not stated)	-6	-1	3
N=c1oc2ccccc2c2cc(-c3ccccc3)nc(N)c12	-7	.	2
CC1(C)ON=C(c2ccc(F)cc2)N(Cc2ccc3c(c2)OCO3)C1=O	5	.	1
COc1ccc2c(c1)CN(C(=O)NNC(=O)c1ccccc1C)CC2	15	-18	-7
CCc1nc(C)ccc1OC(=O)C12CC3CC(CC(C3)C1)C2	8	.	-15
COC(=O)c1ccc2c(c1)CC(CNC(=O)c1c(-c3ccccc3)noc1C)O2 (configuration not stated)	21	.	-3
CN(Cc1cc([N+](=O)[O-])ccc1Cl)C(=O)Cn1cnc2ccccc2c1=O	-9	.	-10
Cc1nn(C)c(C)c1CN(Cc1ccc2nonc2c1)C1CC1	1	-18	-2
(next part)
SMILES	NPYLR7 agonist	mcGAS inh	hcGAS lum
Cn1c(=O)c2c(nc3n(CCN4CCOCC4)c(C(C)(C)C)cn23)n(C)c1=O	0	-4	-1
CN(C(=O)c1ccc(-n2cccc2)cc1)C1Cc2ccccc2C1	-1	.	-6
N#Cc1ccc(COC(CN2CCN(C(=O)c3ccc(Cl)cc3)CC2)c2cccc(N3CCCC3)c2)cc1 (configuration not stated)	7	-8	-12
C=CCc1c(C)nc(SCCCC)[nH]c1=O	9	.	-9
Cc1ccc(-c2nc(C)c(C(=O)N3CCC(N4CCOCC4)C3)s2)o1 (configuration not stated)	5	0	7
O=C(Nc1cccc2ccccc12)O/N=C(/c1ccccc1)c1ccccn1	-1	-8	-4
CCn1nnc2c(=O)n(Cc3ccccn3)cnc21	5	.	-10
Cc1ccccc1C(=O)N1C(C(=O)NCc2ccc3c(c2)OCO3)COC12CCN(C(=O)Cc1ccccc1)CC2 (configuration not stated)	.	-4	-2
COCCn1c(SCC(=O)NCCC(C)C)nc2sc(-c3ccccc3)cc2c1=O	0	-7	-1
CCCC1CC(C)(C(=O)Cn2[nH]c(=O)ccc2=O)OC1=O (configuration not stated)	-6	.	9
Cc1ncc(CO)c(CN(C)CC2COc3ccccc3O2)c1O (configuration not stated)	16	.	-9
CC(=O)Nc1cccc(NC(=O)CSc2nc(=O)n3cc(C)ccc3n2)c1	1	-9	-11
NS(=O)(=O)c1ccc(C(=O)Nc2ccc(-c3ccc(N4CCCC4)nn3)cc2)cc1	19	-8	-5
COc1ccc(-c2cccc(-c3ccc(NC(=O)c4oc5ccccc5c4C)cc3)n2)cc1	43*	-6	-3
O=C1CN(C(=O)c2cccs2)CC(O)CN1Cc1ccc2c(c1)OCO2 (configuration not stated)	25	-5	-6
CCN(CC)Cc1cnc2c(C(=O)NCc3c(C)noc3C)cnn2c1	7	-16	-6
CC(=O)c1ccc(OCC(=O)Nc2cc(C(N)=O)cc(C(N)=O)c2)cc1	-2	-7	-8
CCCCN(Cn1ncn(C)c1=S)Cn1ncn(C)c1=S	8	-6	-14
Cc1ccccc1-n1c(Cc2ccccc2)nnc1SCCCCC(=O)N1CCN(C(=O)Cc2ccc(F)cc2)C(C)C1 (configuration not stated)	.	-5	-5
COc1ccccc1NC(=O)CSc1ccc2nnc(-c3ccc(C)cc3)n2n1	12	-7	-4
Cc1nnc(SCCCn2c(N3CCOCC3)nc3c2c(=O)[nH]c(=O)n3C)s1	-2	.	5
O=C(CCC1CCN(C(=O)c2ccc(-c3ccccc3)cc2)CC1)NC1CC1	-4	-11	-8
OC1(c2cccc(C(F)(F)F)c2)CCN(Cc2ccco2)CC1	16	-14	-4
NC(=O)C1CCCN1C(=O)C(Cc1cnc[nH]1)NC(=O)C1CCC(=O)N1 (configuration not stated)	-4	.	-5
CCCC(=O)OCC(O)CN(Cc1ccco1)Cc1c(-c2ccccc2)nn(C)c1Oc1ccccc1 (configuration not stated)	10	-6	-2
The listing continues.
SMILES	NPYLR7 agonist	mcGAS inh	hcGAS lum
Cc1cn2c3c(=O)n(CC(=O)OCc4ccccc4)c(=O)n(C)c3nc2n1Cc1ccccc1	9	-6	4
CCO[C@H]1COC[C@@H]1NC(=O)c1ccc(NCc2sccc2C)cc1	2	-17	-3
COc1ccccc1-c1cc(C(=O)NCCN(C)C)n2nc(-c3ccccc3)cc2n1	22&3	-6&0	-2&1
COCCCn1c(SCc2ccccc2OC)nnc1-c1cc(-c2ccccc2)nc2ccccc12	-8	-9	-10
Cn1ncc(CN2CCN(Cc3cccc(F)c3)CC2)c1C1CC1	0	.	-4
O=C(Nc1nccc2ccccc12)c1cccc(CN2CCOCC2CO)c1 (configuration not stated)	6	-8	-5
O=C(c1ccco1)N1N=C(c2ccco2)CC1c1ccc(Cl)cc1 (configuration not stated)	33	-3	-4
Cc1oc(-c2cccs2)nc1CN1CCCC(CNC(=O)c2cccs2)C1 (configuration not stated)	9	.	-4
Cc1cc(=O)n(CC(C)C)[nH]1	9	.	-5
COc1ccc(OCC(O)CN(C)C)c(CN2CCOC3(CCCC3)C2)c1 (configuration not stated)	.	-3	-5
Cc1ccc(CSc2nnc(-c3c[nH]c4ccccc34)o2)cc1	20	.	-10
O=C(COCc1ccccc1)NC1(c2noc(C3CCCC3)n2)CCCCCC1	2	.	-11
Cc1ccc(-c2[nH]ncc2CN2CCC(N3CCc4ccccc4C3)CC2)cc1C	-1	-11	-9
CSc1ccccc1NC(=O)c1ccccc1I	3	-6	-6
CCc1c(C(=O)N(CC)C2CCS(=O)(=O)C2)csc1C (configuration not stated)	-2	1	-6
COc1ccc(C=NN=C2CC3CCC2(C)C3(C)C)cc1O (configuration not stated)	4	.	-8
N=C(N=C(N)N)N(c1ccccc1)c1ccccc1	-3	.	-4
O=c1[nH]c(-c2cccc(C(F)(F)F)c2)nc2ccc(Br)cc12	4	-4	-2
O=C(Cc1cn2ccsc2n1)NCC(c1ccco1)N1CCCC1 (configuration not stated)	1	.	-4
CCOc1cc2nc3c4ccccc4n(C(C)C)c3nc2cc1OCC	2	.	-1
COc1ccccc1CCCNC1CCc2ccccc2C1 (configuration not stated)	3	-12	-5
COc1ccc(-c2nc(NC3CCCCC3)c3ccc(Cl)cc3n2)cc1	-5	0	-1
COc1cc(OC)cc(C(=O)N2CC(=O)N3CCc4cc(OC)c(OC)cc4C3C2)c1 (configuration not stated)	-5	-6	-6
COc1ccc(C)cc1NC(=O)NCCNc1cc(N2CCCC2)nc(C)n1	-1	.	-1
CCN(Cc1nccn1C)C(=O)c1ccc(N2C[C@@H](C)O[C@@H](C)C2)nc1	-1	-6	-6
(more compounds)
SMILES	NPYLR7 agonist	mcGAS inh	hcGAS lum
O=C(Cc1cccs1)Nc1cccc(N2CCOC2=O)c1	1	.	2
Cc1ccc(Nc2nc(NCCc3ccccc3)nc3nccnc23)cc1Cl	2	.	0
COc1ncccc1CNC(=O)N(C)Cc1ccccc1C	2	.	0
CN(C(=O)CN1CCN(c2ccccc2O)CC1)c1ccccc1	9	-8	-13
OCc1cc(-c2ccc(Cn3ccnc3)cn2)ccc1F	-3	0	4
O=C(CCc1nnc(CCCc2ccccc2)o1)NC(C1CC1)C1CC1	1	-3	-2
Cc1nc2c(c(N(C)C)n1)CCN(C(=O)c1cc(-c3ccc(C)o3)[nH]n1)C2	4	.	-6
Cc1ccsc1[C@@H]1CCN(C(=O)CCc2nncn2C)C[C@H]1O	-1	-12	-1
COc1ccc(CCn2nc(C(=O)N(C)C)c3c2CCN(C(=O)c2cccnc2SC)C3)cc1	20	-6	-20
C/C(=N\NC(=O)c1cc(-c2ccc3ccccc3c2)n[nH]1)c1ccc(F)cc1	-2	-2	-7
Cc1cccc(NC(=O)c2sc(-c3ccccc3)nc2C)c1	0	.	-10
CN(Cc1cc(Br)ccc1F)C(=O)/C=C/c1nccs1	19	-18	-6
Cc1[nH][nH]c(=O)c1CC(=O)N1CCCC2(CCNC2)C1 (configuration not stated)	-3	.	-5
COc1ccc2[nH]cc(C(CC(=O)NCC3(C)CCCO3)c3ccc(Cl)nc3)c2c1 (configuration not stated)	13	.	-8
NC(=O)c1cc2cc(Br)ccc2oc1=Nc1ccccc1	-9	2	7
Cn1ccc2c(CO)cccc21	1	-7	-5
OC[C@H]1CN(Cc2cccc(N3CCOCC3)c2)C[C@H]1CN1CCOCC1	.	-5	-10
CCCCSc1nnc(NC(=O)c2ccccc2F)s1	.	-8	-3
CCc1nc2ccc(C(=O)Nc3ccc(Cl)c(Cl)c3)cn2c1N(C)Cc1ccc(OC)cc1	-19	-4	0
O=c1ccc(-c2ccncc2)nn1CCNS(=O)(=O)c1ccc(F)cc1	11	.	-8
COC(=O)c1c(NC(=O)Cn2nc(C)c([N+](=O)[O-])c2C)sc2c1CCCC2	-3	-6	-3
COCCn1c(SCC(=O)N2CCCCC2)nc2c(c1=O)SCC2	3	-7	-4
Cc1c(Cn2ccnc2-c2ccc3c(c2)CC(C)(C)O3)cnn1C	18	-17	-10
COCCN(CC(=O)Nc1cc(-c2ccccc2)nn1-c1ccc(F)cc1)C(=O)Nc1cccc(Br)c1	17	-6	-10
N#CC1(c2ccc(NC(=O)c3cccnc3NCc3ccncc3)cc2)CCCC1	2	-9	-9
The list goes on:
SMILES	NPYLR7 agonist	mcGAS inh	hcGAS lum
COc1ccccc1N1CCN(c2ccc(NC(=O)c3ccc(Cl)c([N+](=O)[O-])c3)cc2C(=O)NC2CC2)CC1	18	-4	-1
C=CCNc1ccccc1C(=O)N(Cc1ccc(C)s1)C1CC1	6	-12	-4
COCC(=O)Nc1cc(C(=O)N2CCCC(c3ccccc3C)C2)cc2nc(-c3cccnc3)n(C)c12 (configuration not stated)	6	-8	-1
CN1[C@H]2CC[C@@H]1CN(Cc1cc3n(n1)CCCNC3)CC2	6	.	0
CNS(=O)(=O)c1ccc(C(=O)N2CCCCCC2)cc1	-6	.	-10
Cn1nc(C(=O)Nc2ccccc2-c2nc(-c3ccccc3)n[nH]2)ccc1=O	2	.	-1
CC(NC(=O)Cn1ccc2ccccc2c1=O)c1ccc(F)cc1 (configuration not stated)	12	.	-18
COCCN1CCN(Cc2nc(Cc3ccc(OC)c(OC)c3)no2)CC1	13	.	-6
COCCN1C(=O)C2(NCCS2)c2ccccc21 (configuration not stated)	4	.	-4
CC1(C(=O)NS(=O)(=O)Cc2cccc(Cl)c2)CCN1C(=O)CCC1CCCC1 (configuration not stated)	6	.	2

Single records (already shown):
COc1ccccc1N1CCN(c2ccc(NC(=O)c3ccc(Cl)c([N+](=O)[O-])c3)cc2C(=O)NC2CC2)CC1 is listed as NPYLR7 agonist: 18; mcGAS inh: -4; hcGAS lum: -1
COCCN1C(=O)C2(NCCS2)c2ccccc21 (configuration not stated) is listed as NPYLR7 agonist: 4; mcGAS inh: .; hcGAS lum: -4
CC1(C(=O)NS(=O)(=O)Cc2cccc(Cl)c2)CCN1C(=O)CCC1CCCC1 (configuration not stated) is listed as NPYLR7 agonist: 6; mcGAS inh: .; hcGAS lum: 2

Arranged by heavy-atom count (rising): 7 of the compounds above.
SMILES	NPYLR7 agonist	mcGAS inh	hcGAS lum
COC(=O)C1=C(C)NC(=S)NC1c1ccc(C(=O)OC)cc1 (configuration not stated)	3	.	-8
OC1(c2cccc(C(F)(F)F)c2)CCN(Cc2ccco2)CC1	16	-14	-4
CC(=O)c1ccc(OCC(=O)Nc2cc(C(N)=O)cc(C(N)=O)c2)cc1	-2	-7	-8
CC(=O)Nc1cccc(NC(=O)CSc2nc(=O)n3cc(C)ccc3n2)c1	1	-9	-11
O=C(COCc1ccccc1)NC1(c2noc(C3CCCC3)n2)CCCCCC1	2	.	-11
COc1ccc2[nH]cc(C(CC(=O)NCC3(C)CCCO3)c3ccc(Cl)nc3)c2c1 (configuration not stated)	13	.	-8
CC(CCc1ccccc1)NC(=O)c1cncn1-c1cccc(-c2ccccc2C(F)(F)F)c1 (configuration not stated)	3	-7	-7

Screens (PubChem)
